Screening data from PubChem.
APP transl inh: inhibitors of APP translation via 5'UTR reporter, primary screen, APP 5'UTR luciferase, SH-SY5Y cells; inhibition, % at 2 µM; SH-SY5Y APP 5'UTR-luciferase reporter, luminescence; actives 0.82% (n = 190,000);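 active = inhibition above a set limit, derived from the sample mean plus 3 SD, cut at about 45% in these data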; note: values of inactives mirror those of a sister screen read the other way
G6PDH CS: L. mesenteroides G6PDH inhibitors, counter-screen for G6PDH-coupled screening assays, biochemical, Leuconostoc mesenteroides enzyme | glucose-6-phosphate dehydrogenase [Leuconostoc mesenteroides] | Purified L. mesenteroides G6PDH, diaphorase/resazurin coupled fluorescence, 45 min | inhibition, % at 5 µM | actives 0.12% (n = 200,000) | AID 1020, 2008; in the data active = inhibition above about 50%
Efa HMGR inh: inhibitors of E. faecalis class II HMGR, primary screen, biochemical, Enterococcus faecalis. actives 0.41% (n = 190,000). purified E. faecalis HMGR, NADPH absorbance 340 nm kinetic. inhibition, % at 10 µM. HMG-CoA reductase (Enterococcus faecalis, mvaE);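 active = inhibition above a set limit, the median over all tested compounds plus 3 SD, cut at about 9.5% in these data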;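 note: enzyme runs in reverse so mevalonate oxidation gives rising NADPH absorbance; 0% = complete reaction with DMSO and 100% = background rate lacking mevalonate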
FLuc act counter: FLuc activators, initial screening, artefact control for FLuc-dependent activation tests, biochemical, ATPlite luminescence; ATPlite luciferase biochemical, 10 min; 0 = ATP-free wells, 1 = DMSO control; Luciferin 4-monooxygenase (Photinus pyralis), P08659; 200,000 tested, under 10 active; activation factor at 10 µM;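 active = luciferase activation factor, scaled between plate controls, of at least 2 with compound at 10 µM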
Target sequence (P08659 whole entry, looked up): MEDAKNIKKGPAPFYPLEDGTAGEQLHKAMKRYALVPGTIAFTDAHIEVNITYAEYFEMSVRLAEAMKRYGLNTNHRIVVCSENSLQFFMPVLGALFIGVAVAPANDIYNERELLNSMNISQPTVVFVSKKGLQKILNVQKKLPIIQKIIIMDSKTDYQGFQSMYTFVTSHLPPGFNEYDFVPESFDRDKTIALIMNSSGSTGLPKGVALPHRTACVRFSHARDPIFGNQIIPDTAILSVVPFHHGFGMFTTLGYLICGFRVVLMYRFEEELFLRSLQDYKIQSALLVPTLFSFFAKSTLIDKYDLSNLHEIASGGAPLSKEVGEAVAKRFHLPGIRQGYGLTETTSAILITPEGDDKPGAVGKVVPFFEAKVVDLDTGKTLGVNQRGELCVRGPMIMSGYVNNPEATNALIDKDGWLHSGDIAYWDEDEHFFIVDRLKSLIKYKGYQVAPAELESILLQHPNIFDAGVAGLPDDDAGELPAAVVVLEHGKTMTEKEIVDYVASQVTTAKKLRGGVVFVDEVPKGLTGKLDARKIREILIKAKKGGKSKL
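System: cell-free luciferase reagent; medium: PBS as buffer for the ATP substrate; doses: test compounds dosed from 2 mM stocks in 100% DMSO; incubation: 10 min, room temperature; measured by: luminescence from luciferase reaction; read-out: luciferase activation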
APP 5'UTR act: activators of APP 5'UTR luciferase reporter, primary screen, SH-SY5Y cells. SH-SY5Y APP 5'UTR luciferase reporter, luminescence; zero percent = DMSO vehicle wells. activation, % at 2 µM. actives 1% (n = 190,000). AID 1276, 2008;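 active = activation above a set limit, based on mean plus 3 SD of controls, cut at about 140% in these data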; note: values of inactives mirror those of a sister screen read the other way
FLuc inh counter: firefly luciferase enzyme inhibitors, primary screen, artefact control for luciferase-based inhibitor screens, biochemical, luminescence, ATPLite | inhibition, % at 10 µM | Luciferin 4-monooxygenase (Photinus pyralis), P08659 | actives 1.5% (n = 200,000) | AID 1006, 2008 | 10 min;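 active = inhibition above about 50% when tested at 10 µM, limit read from the data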
Redox H2O2 prof: compounds producing H2O2 with reducing agent – biochemical, NIH compound library profiling, artefact control for MLSCN library redox annotation, primary screen; actives 0.03% (n = 200,000); DTT-dependent redox cycling H2O2, phenol red/HRP absorbance; 100% = 100 µM peroxide control, 0% = buffer; activation, % at 10 µM;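 active = activation of at least 50% relative to the plate's high and low controls in the primary single-dose screen; inactive = activation below 50%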;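 note: compound incubated with DTT at 0.8 mM final as the reducing agent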
NF-kB expr up: activators of NF-kB expression in neurons, primary screen, cell-based, HTS. human neuronal cells, NF-kB reporter expression; hits give high values. fold change at 12.5 µM. actives 1.6% (n = 190,000); in the data active = fold change above about 3.3
STAT1 activator: STAT1 signaling activators, primary screen, cell-based, HTS, luciferase reporter. NIH 3T3 STAT1-luciferase reporter, IFN-gamma, luminescence; 100% = IFN-gamma alone, no compound. activation (% of control), % at 5.5 µM. actives 2.6% (n = 200,000). AID 932, 2007;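 active = activation above the screen-wide mean activation plus 3 SD, cut at about 130% in these data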;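 note: raw ratio to IFN-gamma control signal so 100% means no change and 0% no light; values of inactives mirror those of a sister screen read the other way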
Hsp70 act: Hsp70 transcriptional activators, primary screen, cell-based, HeLa, Hsp70 promoter luciferase, luminescence, 10 µM; HeLa Hsp70 promoter luciferase reporter; scaled: vehicle 0, proteasome-inhibitor control 100%; activation, % at 10 µM; actives 0.04% (n = 200,000); AID 1203, 2008;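 active = activation above the mean across all tested compounds plus 3 SD, cutoff set per campaign, cut at about 5.5% in these data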;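 note: 100% = MG132 at 30 µM as the positive control and 0% = DMSO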
* = called active by the depositor; / = no result given. Compounds were not picked by outcome; about 5.3% have a hit in one of these screens.

SMILES	APP transl inh	G6PDH CS	Efa HMGR inh	FLuc act counter	APP 5'UTR act	FLuc inh counter	Redox H2O2 prof	NF-kB expr up	STAT1 activator	Hsp70 act
CC1Cc2cc(/C(O)=C3/C(=O)C(=O)N(CCCN(C)C)C3c3ccncc3)ccc2O1 (stereo unspecified)	-3	8	0	1.1	3	-6	2.0	1	98	0.9
COC(=O)C1=C(C)N=C2SC(C)C(=O)N2C1c1cccc(F)c1 (stereo unspecified)	-2	-1	-2	1	2	-4	-0.6	1.2	100	0.3
CCc1cccc(NC(=O)CSC2=NS(=O)(=O)c3ccccc32)c1	0	-4	-6	1	0	1	0.0	1.1	102	-0.1
CCOC(=O)CSc1nnc(CNC(=O)c2cc(OCC)c(OCC)c(OCC)c2)n1C	-5	-1	1	1	5	-4	1.2	0.95	99	0.0
Cc1noc(C)c1CSCC(=O)N1CCN(c2ccc([N+](=O)[O-])cc2)CC1	13	6	-1	1.1	-13	-8	-0.1	0.81	92	-0.3
COc1ccc(C2=CC(c3ccc(F)cc3)n3nnnc3N2)cc1 (stereo unspecified)	-11	-2	-2	1	11	-3	-1.3	1.2	94	0.1
COc1cc(C(=O)NCc2ccc(-c3nc4ccccc4s3)cc2)cc(OC)c1OC	-33	-31	-4	0.8	33	21	0.4	1.6	141*	-0.4
COc1ccccc1N1CCN(CC(O)COc2c(OC)cccc2OC)CC1 (stereo unspecified)	7	18	-3	1	-7	-2	-2.0	0.97	102	-0.1
CCn1c(CCNC(=O)c2ccc(C)cc2)n[nH]c1=S	2	-1	1	1	-2	-5	0.1	1.1	101	-0.3
Cc1cccc(-n2c(Cc3cc(=O)[nH]c(=O)[nH]3)nnc2SC(C)C)c1	-14	10	-4	0.9	14	7	-0.7	1.1	100	0.1
CCC(C)(C(=O)NC1CCCCC1)N(C(=O)Cc1cccs1)c1ccccc1 (stereo unspecified)	-9	-10	0	1.1	9	-8	0.2	0.76	105	-0.2
Cc1ccc(N2C(=O)CS/C2=C(\C(Cl)=C(Cl)Cl)[N+](=O)[O-])cc1	-16	2	1	1	16	-3	0.5	1.1	98	-0.2
Cc1ccc(-c2cccc(CN3CCN(C4CCN(C(C)C)CC4)C(CCO)C3)c2)o1 (stereo unspecified)	0	9	1	1	0	0	-0.2	0.8	98	-0.1
Cc1ccc(-c2csc3ncnc(Cl)c23)cc1	10	2	-1	1.1	-10	-6	-0.5	1.1	90	-0.2
CCCCOc1ccc(N=Cc2cccs2)cc1	2	3	-3	0.6	-2	39	-0.1	1.1	106	-0.3
COc1ccc(-c2c(C)oc3ccc(C)cc23)cc1	1	-3	-2	1	-1	-4	-3.9	1.2	100	0.2
COc1ccc(-n2c(SCC(=O)Nc3nc(C)cs3)nnc2-c2ccoc2C)cc1	-12	-3	-7	1	12	4	0.7	1	99	0.0
O=S(=O)(c1ccc(Cl)cc1)N1CCC(N2CCCCCC2)CC1	-19	13	0	1.1	19	-7	-0.9	0.85	98	-0.3
CC(C)CCN1C(=O)c2ccc(C(=O)OCn3nnc4ccccc4c3=O)cc2C1=O	18	6	4	1.1	-18	-6	-0.2	0.96	96	-0.3
O=C(NNc1nc(-c2ccccc2)c2cc(Br)ccc2n1)c1ccc(S(=O)(=O)N2CCCCC2)cc1	3	-6	-3	1	-3	-4	0.1	1.1	115	-0.4
CCCCCCC(=O)Nc1nc(C)c(-c2csc(Nc3cc(Cl)ccc3C)n2)s1	-1	4	-3	1	1	-5	8.2	1	90	0.1
NC(=O)c1ccc(NC(=O)c2ccc(CN3CCOCC3)cc2)cc1	6	4	-3	1	-6	1	0.2	1.2	103	-0.1
O=C(CNS(=O)(=O)c1ccccc1Br)OCC(=O)N1CCc2ccccc21	-5	1	-2	1.1	5	-5	0.0	0.76	95	-0.1
COc1ccc2c(c1)N1CCN=C1N2C	4	3	0	1	-4	-5	-1.5	1.1	106	-0.1
CCc1ccc(NC(=O)c2cnc3scc(C)n3c2=O)cc1	-61	-32	-5	1	61	3	0.5	2.1	126	0.1
The list continues.
SMILES	APP transl inh	G6PDH CS	Efa HMGR inh	FLuc act counter	APP 5'UTR act	FLuc inh counter	Redox H2O2 prof	NF-kB expr up	STAT1 activator	Hsp70 act
Cc1ccc(NN2C(=O)C=CC2=O)cc1	-12	6	-1	1	11	-4	-0.1	1.4	89	0.3
O=C(NCCOc1ccccc1F)c1ccccc1SCc1ccc(F)cc1	-8	3	1	1.1	8	-7	1.3	0.89	102	-0.3
Clc1ccc(CCNc2nc3ccccc3n3nnnc23)cc1	15	4	-11	1.1	-15	-8	0.6	1.3	105	-0.2
COC(=O)/C(=C(/F)Sc1cc(C)c(O)c(C)c1)C(F)(F)F	-5	10	0	1.1	5	-8	0.0	1.1	99	-0.3
CCc1nc2ccc(C(=O)Nc3cccc(C(C)=O)c3)cc2nc1CC	-9	-29	-8	1	9	4	0.8	0.79	92	-0.4
Cc1ccn2c(-c3n[nH]c(=S)n3Cc3ccccc3)c(C)nc2c1	-7	1	3	1.1	7	-6	-0.5	1.3	90	-0.3
CN1CCN(C2OC(=O)c3ccccc32)CC1 (stereo unspecified)	-1	1	-4	1.1	1	-13	0.1	1.1	109	0.4
CCN(CC)C(=O)COc1cccc2ccccc12	-66	16	0	1	106	0	0.4	1.1	110	-0.1
COc1ccc(OC)c(N(CC(=O)Nc2ccc3c(c2)OCCO3)S(C)(=O)=O)c1	9	6	2	1	-9	0	-2.6	0.99	112	-0.2
CC(=O)Nc1ccc(CNC(=O)C[N+]2(C)CCOCC2)cc1	-12	5	-5	1.1	12	-7	0.2	0.92	98	-0.3
COc1ccc(N2CCN(C(=O)CSc3nnc4c(C)cc5cc(C)ccc5n34)CC2)cc1	2	2	-1	1.1	-2	-6	0.5	0.44	95	0.3
Cc1ccc2c(C)cc(=S)[nH]c2c1	-2	-5	-6	1.1	2	-7	-1.0	1	104	0.1
O=c1c2c3c(sc2n2c(=S)[nH]nc2n1Cc1ccccc1)CN(Cc1ccccc1)CC3	-18	/	/	/	/	/	-0.5	/	91	1.8
COc1cc2nc(SCc3ccc(F)cc3)n(Cc3cccs3)c(=N)c2cc1OC	12	-3	3	1	-12	-5	1.9	0.75	103	-0.5
Cc1ccc(Oc2nc(CN3CCOCC3)nc3sc4c(c23)CCC(C)C4)cc1C (stereo unspecified)	7	-11	0	1	-7	-2	-0.1	1.2	92	0.1
CCOC(=O)C1CCN(S(=O)(=O)c2c(C)[nH]c(=O)[nH]c2=O)CC1	-2	-8	-10	1.1	2	-13	-1.5	1.1	104	0.2
Brc1c(CSc2nncn2-c2ccccc2)nc2sccn12	1	6	5	1	-1	-1	-0.5	1.3	94	-0.1
COc1ccc(C(=O)Nc2ccc(NC(=O)c3cccs3)c(OC)c2)cc1Cl	12	10	-6	1.1	-12	-10	0.1	1.1	93	0.1
O=c1[nH]cc(S(=O)(=O)c2ccccc2)[nH]1	-12	12	-4	1.1	13	-8	-1.2	0.97	94	-0.3
Cc1cccc(OCCOC(=O)C2CCN(S(=O)(=O)c3cccs3)CC2)c1	2	-4	-2	1	-2	5	-0.2	0.92	101	0.3
CCOC(=O)NCc1ccc(CNC(=O)OCC)cc1	-9	5	-4	1	9	-1	-0.6	1.1	101	-0.2
COc1ccc(Cn2c(N)c(C#N)c3nc4ccccc4nc32)cc1OC	2	10	-9	1.1	-2	-7	-0.1	0.7	104	-0.3
O=c1c(Br)c(N2CCCC2)cnn1-c1ccccc1	-93	13	-2	0.7	93	28	-0.6	2.7	143*	0.0
O=C(NCCCN1CCOCC1)c1ccc(-c2ccc(Cl)cc2)o1	-14	30	-4	0.9	14	8	-0.7	1.1	113	-0.2
CC(/C=C/c1ccccc1)=N\NC(=O)CSc1ccccn1	5	8	-3	1	-5	0	-0.8	1.1	99	-0.1
The listing continues.
SMILES	APP transl inh	G6PDH CS	Efa HMGR inh	FLuc act counter	APP 5'UTR act	FLuc inh counter	Redox H2O2 prof	NF-kB expr up	STAT1 activator	Hsp70 act
CN=C1SC(CC(=O)Nc2cc(Cl)ccc2Cl)C(=O)N1C (stereo unspecified)	-13	2	1	1	13	-2	0.1	1.1	109	-0.4
Oc1ccc(-c2nnc(-c3ccccc3)c(-c3ccccc3)n2)cc1	8	-26	8	1.1	-8	-10	0.6	1.2	119	-0.2
O=C(Cn1cc(C(F)(F)F)cc(Cl)c1=O)Nc1ccc(N2CCOCC2)cc1	11	4	-4	1	-11	-2	-0.1	0.9	99	-0.4
CN1CCN(C(=S)Nc2ccc([N+](=O)[O-])cc2)CC1	-6	5	0	1	6	4	-0.6	1.1	108	-0.4
CSc1cccc(NC(=O)CN(c2cccc(C)c2)S(C)(=O)=O)c1	13	8	-4	1	-13	-4	0.0	0.8	100	-0.3
COC(=O)c1cccc(OCC(O)Cn2cnc3cc(C)c(C)cc32)c1 (stereo unspecified)	-7	3	-7	1	7	-1	0.7	1.2	97	0.0
Cc1ccnc(Nc2nc3ccccc3o2)n1	-140	2	-9	0.3	140*	69*	-0.7	1.5	85	-0.3
O=C(O)CCCc1nc2ccccc2s1	34	0	-5	1	-34	-4	0.3	0.94	101	-0.3
CCOC(=O)C1CCN(S(=O)(=O)c2ccc(C(C)(C)C)cc2)CC1	-22	13	1	1.1	22	-5	-0.3	0.97	87	-0.2
CSc1ncccc1C(=O)NC(C)C1CC2CCC1C2 (stereo unspecified)	13	13	0	1.1	-13	-5	-0.4	1.1	102	0.1
CCOc1ccc(NC(=O)CCCc2cc(-c3ccc(OCC)cc3)on2)cc1	16	2	-2	1	-16	-2	4.3	0.64	100	0.1
COc1cc(NC(=O)Cn2nc(C(F)(F)F)c3c2CCCC3)cc(OC)c1OC	23	-4	-3	1	-23	-2	-0.7	0.97	97	-0.1
CCCCSc1nnc(-c2cc(Br)ccc2N)c(=O)[nH]1	11	-12	-3	1	-11	-4	0.3	1.6	100	-0.4
O=C(O)CCC(=O)Nc1nc(-c2ccccc2)cs1	-6	3	1	1	6	0	2.1	1.1	101	-0.1

Part of the list above in another layout.
CCCCOc1ccc(N=Cc2cccs2)cc1
  APP transl inh: 2
  G6PDH CS: 3
  Efa HMGR inh: -3
  FLuc act counter: 0.6
  APP 5'UTR act: -2
  FLuc inh counter: 39
  Redox H2O2 prof: -0.1
  NF-kB expr up: 1.1
  STAT1 activator: 106
  Hsp70 act: -0.3

COc1cc2nc(SCc3ccc(F)cc3)n(Cc3cccs3)c(=N)c2cc1OC
  APP transl inh: 12
  G6PDH CS: -3
  Efa HMGR inh: 3
  FLuc act counter: 1
  APP 5'UTR act: -12
  FLuc inh counter: -5
  Redox H2O2 prof: 1.9
  NF-kB expr up: 0.75
  STAT1 activator: 103
  Hsp70 act: -0.5

CC(=O)Nc1ccc(CNC(=O)C[N+]2(C)CCOCC2)cc1
  APP transl inh: -12
  G6PDH CS: 5
  Efa HMGR inh: -5
  FLuc act counter: 1.1
  APP 5'UTR act: 12
  FLuc inh counter: -7
  Redox H2O2 prof: 0.2
  NF-kB expr up: 0.92
  STAT1 activator: 98
  Hsp70 act: -0.3
